# SF-1 act: activators of human nuclear receptor SF-1. 1.9% of 65,000 active. Q13285. CHO-K1 Gal4-SF-1 LBD luciferase reporter; % increase over DMSO SF-1-specific signal. AID 522. activation, % at 10 µM;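 active means activation above the mean activation of all tested compounds plus 3 SD, cut at about 50% in these data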
# Target sequence (Q13285 whole entry, looked up, the tested form may be a part): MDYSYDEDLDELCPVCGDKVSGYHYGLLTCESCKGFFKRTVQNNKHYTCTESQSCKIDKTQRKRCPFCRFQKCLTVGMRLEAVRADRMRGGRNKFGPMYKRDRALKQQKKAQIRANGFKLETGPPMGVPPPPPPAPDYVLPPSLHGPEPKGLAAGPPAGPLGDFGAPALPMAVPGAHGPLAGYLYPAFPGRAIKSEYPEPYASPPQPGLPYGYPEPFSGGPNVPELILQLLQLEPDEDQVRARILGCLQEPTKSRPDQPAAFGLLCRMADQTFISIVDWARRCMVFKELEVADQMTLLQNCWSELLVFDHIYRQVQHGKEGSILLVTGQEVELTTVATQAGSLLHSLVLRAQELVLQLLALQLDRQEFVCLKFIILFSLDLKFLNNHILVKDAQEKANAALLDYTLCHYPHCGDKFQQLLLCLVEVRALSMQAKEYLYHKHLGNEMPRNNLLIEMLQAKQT
#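 Material: Transient Gal4-SF-1 LBD reporter, CHO-K1 | Input: 4,000 cells/well | Dosing: One dose, 10 µM compound, 1% DMSO | Incubation: 20 h compound treatment, 37 °C | Detection: SteadyLite luciferase luminescence | Evaluation: Percent activation relative to DMSO median and mock-transfected background | Benchmarks: DMSO-treated SF-1-transfected cells as negative, DMSO-treated mock-transfected cells lacking SF-1 as background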
# HTR1E agonist: agonists of human 5-HT1E serotonin receptor; 0.69% of 65,000 active; CHO 5-HT1E Ga15 NFAT-bla reporter, FRET; 0% DMSO wells, 100% control agonist wells; activation, % at 6 µM;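 active means activation above a set limit, the screen-wide mean activation plus 3 SD, cut at about 8.5% in these data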;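 further: 100% = positive control agonist at 1 µM giving full maximal response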
# S1P1 ag-PAM: activates or potentiates agonism at human S1P1 receptor; P21453; S1P1 CRE-bla cells, forskolin, beta-lactamase FRET, potentiator mode; S1P1 agonist co-added at EC20, 2 nM; 100% = saturating reference agonist, 0% = basal; activation, % at 9.5 µM; 0.57% of 56,000 active;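 active means activation above a cutoff set at the mean activation of all tested compounds plus 3 SD, cut at about 54% in these data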;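 further: forskolin at 4 µM as EC80 and the EC20 agonist is SEW2871; 100% = SEW2871 at its EC100 plus forskolin at EC80; some compounds past the cut are filed as inactive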
# 5-HT1A blocker: antagonists of human 5-HT1a serotonin receptor; AID 612; CHO 5-HT1a Ga15 NFAT-bla reporter, antagonist mode; inhibition, % at 10 µM; 0.68% of 62,000 active;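 active means inhibition above the mean of all tested compounds plus 3 SD, cut at about 43% in these data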;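 further: receptor stimulated by 5-CT agonist at 100 nM near EC80; beta-lactamase reporter measured by ratiometric fluorescence of a cleavable substrate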
# S1P3 ag: activates the human S1P3 receptor | activation, % at 4.5 µM | Q99500 | S1P3 NFAT-BLA reporter cells, agonism, FRET ratio; relative to 1 µM S1P, basal subtracted | 0.1% of 60,000 active;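 active means activation above the screen-wide mean plus 3 SD, cut at about 4.5% in these data, passing the limit was not always enough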; further: some compounds called inactive have numbers as strong as hits
# Target sequence (Q99500 whole entry, looked up): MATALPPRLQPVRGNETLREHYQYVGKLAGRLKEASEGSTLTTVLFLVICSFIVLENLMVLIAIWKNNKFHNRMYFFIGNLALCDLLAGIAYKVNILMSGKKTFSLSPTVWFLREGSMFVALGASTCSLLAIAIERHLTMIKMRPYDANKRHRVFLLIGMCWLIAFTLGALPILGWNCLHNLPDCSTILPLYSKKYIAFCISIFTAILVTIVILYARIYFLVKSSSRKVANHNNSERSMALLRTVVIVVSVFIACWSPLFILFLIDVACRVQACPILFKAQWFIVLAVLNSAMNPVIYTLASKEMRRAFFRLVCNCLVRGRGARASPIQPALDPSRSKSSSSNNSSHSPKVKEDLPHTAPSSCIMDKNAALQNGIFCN
#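 Material: Human S1P3 NFAT-BLA reporter CHO cells | Incubation: Overnight plating, 4 h compound 37 °C, 2 h substrate RT | Signal: FRET β-lactamase substrate fluorescence, excitation 405 nm, 460/535 nm emission ratio, background-subtracted | Compound: 4.5 µM final, single dose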
# RORA act: activators of human nuclear receptor RORA; P35398; CHO-K1 Gal4-RORA LBD luciferase reporter, luminescence; percent increase over mock-subtracted basal signal; activation, % at 10 µM; 1.5% of 65,000 active; AID 560;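 active means activation above the mean of all tested compounds plus 3 SD, cut at about 49% in these data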;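 further: 0% = DMSO-treated RORA cells and 100% = added signal equal to DMSO minus mock-transfected cells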
# 5HT1E antag: 5-HT1E (human) receptor antagonism. 0.99% of 65,000 active. CHO 5-HT1E Ga15 NFAT-bla reporter, FRET, antagonist. AID 571. inhibition, % at 6 µM;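 active means inhibition above a set limit, the mean inhibition across every tested compound plus 3 SD, cut at about 29% in these data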;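 further: signal is the 460 over 535 nm emission ratio of beta-lactamase substrate; 0% = agonist plus DMSO wells and 100% = wells without agonist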
# AP ELISA ortho: alternative pathway complement inhibition, orthogonal assay. AID 1235. Human serum alternative complement pathway, LPS-coated ELISA, C3 deposition; tested in compound mixtures. 0.08% of 62,000 active. inhibition, % at 5 µM;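 active means inhibition above 30% in each of the two pooled mixtures holding the compound, so the lower value exceeds 30%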;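 further: 0% = serum in Mg-EGTA without compound and 100% = EDTA serum blank; some compounds past the cut are filed as inactive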
#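 Medium: diluted human serum in Mg2+-EGTA GVB++. Assay system: human serum complement alternative pathway, C3 deposition onto LPS. Also added: Plate-bound LPS. Technique: Anti-C3 ELISA, OD 450 nm. Measure: percent inhibition. Incubation: 1 h at 37 °C. Dosing: 5 µM each compound, pools of ten, 50 µM per pool.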
# Ecoli tolC: E. coli tolC mutant growth inhibition. AID 573. E. coli BW25113 tolC mutant growth, OD615. 2.2% of 65,000 active. growth inhibition, % at 10 µM (by protocol);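 active means growth inhibition at or above a cutoff equal to the mean over every tested compound plus 3 SD, cut at about 60% in these data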;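 further: growth measured after 20 h incubation at 37 °C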
#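 signal = optical density read at 615 nm | test system = E. coli ΔtolC::kan strain BW25113 | timing = 20 h compound exposure of bacteria at 37 °C | buffer or medium = LB medium plus 50 µg/mL kanamycin | compound dosing = 10 µM final, single dose | evaluation = % inhibition of E. coli growth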
# * = called active by the depositor; nt = not tested or not shown.
SMILES,SF-1 act,HTR1E agonist,S1P1 ag-PAM,5-HT1A blocker,S1P3 ag,RORA act,5HT1E antag,AP ELISA ortho,Ecoli tolC
Cc1cc(Cl)ccc1OCC(=O)OC(C)C(=O)NC(N)=O (centres undefined),6,0.0,-8,-2,-0.7,-3,-7,5,-11
O=C(NCc1ccco1)c1cccc(F)c1,1,-0.3,nt,-8,0.0,-17,-3,6,-8
COc1ccc(N2CCN(Cc3nc4c(c(=O)[nH]c(=O)n4C)n3CC(C)=O)CC2)cc1,14,-0.4,-5,-6,-0.5,-9,-4,10,-12
CCOC(=O)NC(=O)CSc1ccccn1,-6,-0.2,nt,14,0.4,-21,5,13,-18
Cc1csc(NC(=O)CSc2nnc(Cc3cccn3C)n2CCc2ccccc2)n1,3,0.3,-4,5,0.4,9,1,15,8
CCC(C)[C@H](N)c1nnc(SCc2cccc(F)c2)o1 (some centres undefined),-6,-1.9,-18,3,-1.5,12,2,10,-6
COCCCn1c(SCC(=O)NC(C)C)nnc1-c1ccccc1,13,-0.7,-9,1,-0.8,-14,1,5,-14
CCC(=O)N1CCN=C1SCc1ccccc1,2,0.2,4,7,-1.6,1,2,7,-15
O=C(COCc1nc2ccccc2c(=O)[nH]1)NC1CCCC1,0,0.2,-10,7,-1.0,11,-10,-3,-14
CCOC(=O)Cc1csc(NC(=O)CSc2nnc(C3CC3)n2C)n1,6,-1.3,-3,-3,-0.9,-8,5,2,18
CC(=O)Nc1cccc(NC(=O)C2CCCN2C(=O)Nc2cccc(F)c2)c1 (centres undefined),-7,1.1,17,9,-0.4,1,-4,-29,2
O=C1c2ccccc2C(=O)N1c1nc2nccc(-c3ccccc3)n2n1,4,0.2,-11,1,-1.1,5,-8,11,-9
CC1(C)CC(=O)C=C(Nc2ccc(F)cc2)C1,-8,-0.1,-22,-6,-1.7,-10,1,4,-34
CC(C)c1nc(SCc2ccccn2)c2c(=O)n(C)c(=O)n(C)c2n1,1,1.7,0,-23,0.4,14,7,15,6
Cc1ccc(NC(=O)NC2(C(=O)NCc3ccco3)CCCCC2)cc1,-1,-1.6,18,4,-1.0,-22,9,10,-13
OCc1ccccc1OCCOc1ccc(Cl)c2cccnc12,48,1.3,nt,-5,-0.5,14,7,4,12
CCCC(=O)Nc1c2c(nn1-c1ccc(OC)cc1)CS(=O)(=O)C2,10,1.2,nt,4,nt,-1,2,3,-19
O=c1c2ccccc2[nH]c(=S)n1CCN1CCC(=C(c2ccc(F)cc2)c2ccc(F)cc2)CC1,11,0.0,5,nt,-2.2,2,1,9,12
c1ccc(-c2cc(N3CCCCC3)ncn2)cc1,56*,0.1,nt,6,-1.7,34,4,10,6
COc1ccc(S(=O)(=O)Cc2ccc(C(=O)N3CCN(Cc4ccccc4)CC3)o2)cc1,-11,0.8,-9,-3,0.0,-4,-5,-6,11
c1coc(C2Nc3cccc4cccc(c34)N2)c1,-17,-0.8,-15,13,-1.7,-1,15,14,-11
O=C(CN1CCOc2ccccc21)NCc1ccc(Cl)cc1,2,1.1,-2,5,0.4,-13,-9,13,15
COc1ccccc1OCc1ccc(C(=O)Nc2ccncc2)o1,-10,-1.1,22,1,-1.6,-22,8,2,-10
Cc1ccc(-c2nc(CS(=O)CC(=O)NCCC(C)C)c(C)o2)cc1 (centres undefined),14,0.3,-32,-2,-0.3,23,-10,12,2

# 2 entries drawn at random from those above, as already listed:
SMILES,SF-1 act,HTR1E agonist,S1P1 ag-PAM,5-HT1A blocker,S1P3 ag,RORA act,5HT1E antag,AP ELISA ortho,Ecoli tolC
Cc1csc(NC(=O)CSc2nnc(Cc3cccn3C)n2CCc2ccccc2)n1,3,0.3,-4,5,0.4,9,1,15,8
Cc1ccc(-c2nc(CS(=O)CC(=O)NCCC(C)C)c(C)o2)cc1 (centres undefined),14,0.3,-32,-2,-0.3,23,-10,12,2

# Carrying on:
SMILES,SF-1 act,HTR1E agonist,S1P1 ag-PAM,5-HT1A blocker,S1P3 ag,RORA act,5HT1E antag,AP ELISA ortho,Ecoli tolC
CCOC(=O)C1CCN(C(=O)c2ccc(Br)o2)CC1,-26,-0.8,nt,-2,-1.3,4,-3,15,-8
CCOC(=O)N1CCN(S(=O)(=O)N(C)C)CC1,-8,2.5,-17,-15,0.5,-13,-12,-5,-30
CC(C)c1ccc(C2CC(=O)N3CN(Cc4ccco4)CSC3=C2C#N)cc1 (centres undefined),9,0.0,-6,6,-0.8,11,-2,8,8
CCOc1cccc(CN2CCN(c3cccc(C(F)(F)F)c3)CC2)c1O,5,1.4,nt,-1,-1.0,-1,-5,6,28
CCC1CCCCN1CCCNC(=O)Cn1nc(-c2ccccc2)ccc1=O (centres undefined),10,2.6,-20,-2,-0.6,-8,-7,10,-10
O=C(COC(=O)Cc1cccc(C(F)(F)F)c1)NCC1CCCO1 (centres undefined),11,-0.1,nt,1,nt,10,-10,-5,-8
Cc1csc(NC(=O)NC2(C(F)(F)F)Oc3ccccc3O2)n1,10,1.0,nt,14,nt,-2,-6,5,-5
COc1ccc(C(=O)N2CCN(Cc3cc(OC)c(O)c(OC)c3)CC2)cc1OC,3,0.9,-7,-6,-1.0,-2,10,nt,-13
CC(=O)Nc1cccc(NC(=O)c2sc3ncn(CC(=O)N4CCCCC4)c(=O)c3c2C)c1,-9,-0.7,-17,-5,0.4,-4,-9,7,-4
O=C(Nc1ccccc1N1CCOCC1)c1ccc2ccccc2n1,16,0.4,-27,12,-0.9,29,21,4,14
Cc1cc2oc(C(=O)N(Cc3ccco3)C3CCS(=O)(=O)C3)cc(=O)c2cc1Cl (centres undefined),-4,0.2,-19,-6,0.0,0,0,11,2
O=C(CSc1cccc(C(F)(F)F)c1)NC(=O)NCc1ccco1,2,-0.8,-9,16,-0.1,11,19,-3,15
COC(=O)CNC(=O)c1c(-c2ccccc2Cl)noc1C,-1,7.0,10,9,-0.8,-6,-1,3,-19
COc1ccc(-n2c(SCC#N)nc3ccccc3c2=O)cc1,-9,6.2,-4,12,-1.7,-16,2,-5,8
O=C(Nn1cnnc1)c1ccc(F)c(S(=O)(=O)N2CCCCC2)c1,-4,0.3,-16,-9,0.1,-19,-5,1,-6
O=C(COC(=O)c1cccc(NC(=O)c2ccco2)c1)c1ccc(Br)cc1,6,-0.1,-2,-4,-1.0,18,7,11,55
CCOCCc1nnc(NC(=O)CN2C(=O)c3ccccc3C2=O)s1,-14,-0.5,-3,-1,-0.9,-10,-2,-7,-10
O=C(O)C1CCCCC1C(=O)N1CC=C(c2ccccc2)CC1 (centres undefined),10,22*,12,3,-0.6,-18,3,6,-5
CCc1ccc(N2CC34C=CC(O3)C(C(=O)OC)C4C2=O)cc1 (centres undefined),0,1.4,10,3,-0.5,-5,-6,10,-19
CCOC(=O)c1oc2ccc(Br)cc2c1CSc1nnc(C)s1,-7,-1.3,-8,18,-0.7,-16,13,0,11
Cc1ccc2nc(S(=O)(=O)O)[nH]c2c1,-4,0.0,-14,12,0.7,9,-4,-4,-10
N#Cc1c2n(c3c(=O)n(Cc4ccccc4Cl)cnc13)CCCC2,5,0.9,5,-10,0.0,5,7,5,19
O=C(CCN1CCOCC1)Nc1ccc2c(c1)CCC2,14,0.0,nt,9,-1.2,7,2,-7,1
O=C(Nc1cccnc1)Nc1ccccc1Cl,9,-0.2,2,6,0.1,20,-6,9,6
COCCCNC(=O)Cn1cc(C(=O)C2CC2)c2ccccc21,2,-0.9,8,2,-0.9,8,18,nt,-6
c1ccc(-c2[nH]ncc2-c2nc3ccccc3[nH]2)cc1,6,0.4,13,4,-0.5,17,6,2,2
COCCn1c(-c2ccccc2F)n[nH]c1=S,-4,-0.1,-11,3,-0.2,-2,7,-4,-13
Cc1ccc(S(=O)(=O)N(C)CC(=O)NC2CC(C)(C)NC(C)(C)C2)cc1,4,-0.6,-21,-13,-0.4,10,-2,-5,-11
CCc1nnc(NC(=O)CSc2nc(-c3ccc(OC)cc3)ns2)s1,7,-0.5,-14,-6,-0.8,-4,1,-6,3
CCCc1cc(=O)[nH]c(SCC(=O)N2CCN(S(=O)(=O)c3ccc(C)cc3)C2)n1,6,-0.4,-4,-12,-0.5,0,1,1,6
O=C(Nc1ccccc1C(=O)NCc1ccco1)c1ccco1,-6,0.1,-83,20,-1.0,-13,3,10,9
COc1cc(C)nc(N2CCC(C(N)=O)CC2)n1,10,-1.1,-22,3,0.6,5,2,16,-23
CCCOc1ccc2c(C)c(CC(=O)OC)c(=O)oc2c1,33,-0.7,8,10,-0.8,19,-2,-16,17
C(=C\c1ccccc1)/CN1CCN(Cc2ccc3c(c2)OCCO3)CC1,-2,-0.8,-16,20,-1.6,-6,-3,13,-1
COCc1nc(-c2ccc(-c3ccccc3)nc2OC)no1,32,-1.1,nt,12,nt,72*,18,16,24
O=C1C=C(c2ccccc2)C(O)(c2ccccc2)C1 (centres undefined),1,0.2,5,-13,-0.2,-10,-13,-16,-1
CN1CCN(C(=O)c2ccc(CN3CCOCC3)cc2)CC1,-10,0.2,nt,6,nt,-11,0,2,-17
O=C(c1cc(C2CC2)on1)N1CCN(c2ccc(F)cc2)CC1,3,-0.7,-9,0,0.1,-14,-1,8,5
O=C(Oc1ccccc1)c1cccc2cccnc12,-27,0.2,-7,-7,0.4,-22,0,11,-10
COc1ccc(C2C(C(=O)NC(C)C)c3ccccc3C(=O)N2C)cc1OC (centres undefined),0,0.1,nt,16,nt,-6,-2,9,-11
Cc1cc(Nc2cccc(C)c2C)n2nc(C)nc2n1,2,0.9,1,-10,0.2,4,-4,9,-6
CC(C)c1cc(C(=O)Nc2cccc(Cl)c2)no1,25,-1.1,16,17,-0.6,34,6,6,11
Cc1cccc(C(=O)Nc2ncc(CN3CCOCC3)s2)c1,-4,-0.9,-10,-13,-1.0,-13,7,27,-3
O=C(Nc1ccc(OCC(=O)N2CCN(S(=O)(=O)c3ccccc3)CC2)cc1)c1ccco1,3,0.3,4,6,0.0,-26,0,21,-16
C=CCc1ccccc1OCC(O)CN(C(C)C)C(C)C (centres undefined),7,19*,-12,13,0.2,14,-1,1,-8
CN1CCN(CCNC(=O)Nc2ccccc2C(F)(F)F)CC1,-15,-2.4,2,-2,-0.1,-17,8,17,-22
CCCCOC(=O)c1ccc(NC(=O)CSc2nncn2C)cc1,13,0.3,0,nt,-2.4,-15,2,nt,2
CC(C(=O)NC1CCCCCC1)N(c1ccccc1)S(C)(=O)=O (centres undefined),2,0.1,-1,3,-1.2,4,1,10,-8
CSc1nc2ccccc2c(=O)n1N,-9,0.0,-8,-1,-1.4,-14,0,16,-2
